OPRM1-OPRD1 inv: inverse agonists of human mu-delta opioid receptor heterodimerization; P35372+P41143; 0.21% of 340,000 active; inhibition, % at 9.3 µM; cell-based MOR-DOR heterodimer luminescence, inverse agonism; in the data active = inhibition above about 22%, passing the limit was not always enough;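 also: 0% = cells with DMSO and 100% = wells without cells with DMSO; values of inactives mirror those of a sister screen read the other way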
E coli growth: reduces bacterial viability in AddAB counter-screen; E. coli V3065 growth, OD600 absorbance, 18 h; inhibition, % at 11.9 µM; 0.27% of 330,000 active; AID 449728;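 active = inhibition above the campaign's mean inhibition across all tested compounds plus 3 SD, cut at about 9.9% in these data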;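 also: uninfected addAB+ strain grown without phage in ampicillin broth; 0% = DMSO wells and 100% = ciprofloxacin 0.95 µg/ml wells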
DSG3 Ab inh: blocks pemphigus antibody binding to human desmoglein-3. DSG3-coupled beads, scFv-anti-DSG3-GFP binding, flow cytometry; hits give low values. binding (percent of control), % at 10 µM. 0.48% of 310,000 active. AID 588358;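 active = binding more than 3 SD below its plate's average and above zero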;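 also: hits lower antibody fragment binding to DSG3; some compounds called inactive have numbers as strong as hits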
Target sequence (P32926 whole entry, looked up, the tested form may be a part): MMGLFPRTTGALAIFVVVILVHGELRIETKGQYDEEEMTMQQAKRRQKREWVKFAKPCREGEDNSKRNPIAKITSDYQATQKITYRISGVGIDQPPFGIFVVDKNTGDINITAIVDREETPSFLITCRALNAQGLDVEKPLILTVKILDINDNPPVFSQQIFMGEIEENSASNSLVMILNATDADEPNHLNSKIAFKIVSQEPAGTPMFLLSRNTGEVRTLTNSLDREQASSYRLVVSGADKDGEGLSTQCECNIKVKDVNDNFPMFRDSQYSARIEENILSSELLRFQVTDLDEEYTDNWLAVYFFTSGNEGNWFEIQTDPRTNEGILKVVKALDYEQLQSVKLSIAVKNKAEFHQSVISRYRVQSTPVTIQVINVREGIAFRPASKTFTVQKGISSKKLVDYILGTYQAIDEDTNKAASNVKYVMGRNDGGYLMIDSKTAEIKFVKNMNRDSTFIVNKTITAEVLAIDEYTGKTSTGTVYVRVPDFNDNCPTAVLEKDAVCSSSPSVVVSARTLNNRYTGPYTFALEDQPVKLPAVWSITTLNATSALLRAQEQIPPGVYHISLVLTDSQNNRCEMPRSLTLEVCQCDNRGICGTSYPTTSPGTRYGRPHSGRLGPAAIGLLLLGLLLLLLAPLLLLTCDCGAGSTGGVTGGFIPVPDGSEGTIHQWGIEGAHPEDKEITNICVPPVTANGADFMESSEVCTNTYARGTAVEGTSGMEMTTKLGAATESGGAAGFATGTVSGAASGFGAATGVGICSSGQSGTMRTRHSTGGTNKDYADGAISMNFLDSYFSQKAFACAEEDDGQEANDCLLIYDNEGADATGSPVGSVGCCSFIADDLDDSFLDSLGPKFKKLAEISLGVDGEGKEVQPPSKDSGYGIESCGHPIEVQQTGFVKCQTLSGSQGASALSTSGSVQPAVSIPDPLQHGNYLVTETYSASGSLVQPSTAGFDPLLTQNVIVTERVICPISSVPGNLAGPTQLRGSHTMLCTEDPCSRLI
PfHsp90 set2: growth inhibition of yeast expressing Plasmodium Hsp90 | AID 504621 | 0.32% of 310,000 active | S. cerevisiae expressing PfHsp90, BacTiter-Glo ATP, 48 h; yeast lacking PDR1 and PDR3 efflux regulators | inhibition, % at 9.4 µM;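 active = every replicate shows inhibition above about 80%, whatever the replicate mean, limit read from the data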;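 also: 0% = DMSO neutral controls and 100% = 20 µM radicicol positive controls; yeast relying on Plasmodium falciparum Hsp90 in place of its own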
OPRM1-OPRD1 ag: OPRM1-OPRD1 heterodimerization agonism; activation, % at 9.3 µM; cells, luminescence; 0.3% of 340,000 active; P35372+P41143; in the data active = activation above about 18%;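 also: 0% = vehicle-treated cells and 100% = reference agonist; values of inactives mirror those of a sister screen read the other way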
PKA-R1A activ: activators of PKA-R1A complex | 0.083% of 340,000 active | P00514+P68181 | AID 504707 | PKA-R1A dissociation, Cy5-IP20 fluorescence polarization; scaled: DMSO 0%, 113 µM cGMP 100% | activation, % at 11.4 µM;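 active = percent activation above the mean of all tested compounds plus 3 SD, cut at about 19% in these data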;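 also: higher means more PKAc released from R1A so a rise in polarization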
phage Ecoli inh: E. coli growth loss with phage present. inhibition, % at 11.9 µM. 0.26% of 360,000 active. growth absorbance; in the data active = inhibition above about 11%
SUMO Mot1 rescue: inhibitors of SUMOylation pathway: yeast Mot1-301 growth rescue | growth rescue, % at 18.8 µM | AID 2716 | S. cerevisiae Mot1-301 growth rescue, ATP luminescence, 38.5C; percent above DMSO median, 100 means doubled | 1% of 320,000 active;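 active = every valid replicate shows activation above 250% relative to neutral control wells; inactive = the rest, any valid replicate at or below 250%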;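 also: OY570 slx delta 5 strain wells were the positive control but not used for scaling; some compounds called inactive have numbers as strong as hits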
Arrestin-AP2 inh: human beta-arrestin and AP2 interaction inhibition; FITC-arrestin peptide / GST-AP2 beads, flow cytometry; AP2 beta2 appendage carries R879A mutation; AID 504490; 0.31% of 340,000 active; inhibition, % at 10 µM;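 active = inhibition above a set limit, near 3 SD of compounds lacking own fluorescence, cut at about 54% in these data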;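 also: plate controls were DMSO wells for no effect and 5 µM unlabelled arrestin peptide for full effect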
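system = GST-tagged AP2 beta2-adaptin appendage (R879A) on 4 µm glutathione beads | reagent = FITC-labelled arrestin peptide probe, 50 nM final | schedule = compound with beads 12 min RT, then probe 1 h RT | signal = HyperCyt-sampled flow cytometry, FL1 channel, ex 488/em 535 nm | read-out = percent response from loss of bead-bound FITC fluorescence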
AddAB inh: less growth of phage-infected E. coli with AddAB; E. coli expressing H. pylori AddAB, absorbance growth; inhibition, % at 11.9 µM; 0.29% of 330,000 active; AID 435030; in the data active = inhibition above about 12%;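 also: 0% = vehicle wells of infected cells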
Tat export inh: E. coli Tat transport inhibition; E. coli MC4100 TorA-mCherry Tat export, fluorescence; inhibition, % at 10 µM; 0.036% of 340,000 active;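 active = mean replicate inhibition at least 50% and at least half of replicates individually reaching 50%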;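 also: exported cargo escapes ClpAP degradation while cytoplasmic cargo is degraded and loses fluorescence; 0% = median of neutral control wells and 100% = median of NaSCN control wells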
An asterisk follows results filed as active; . = not tested or not shown; & = joins results of further samples. The order is random; overall some 2.8% were active at least once.

SMILES	OPRM1-OPRD1 inv	E coli growth	DSG3 Ab inh	PfHsp90 set2	OPRM1-OPRD1 ag	PKA-R1A activ	phage Ecoli inh	SUMO Mot1 rescue	Arrestin-AP2 inh	AddAB inh	Tat export inh
COc1ccc(/C=C2\SC(=S)N(CCC(=O)NCCCn3ccnc3)C2=O)cc1	3	-3.5	94	-15	-0.6	2	-0.9	110	20	-1.3	-5
CC(=O)c1ccc(Nc2cc(C)nc3ccccc23)cc1	7	0.6	83	-7	-1.3	-2	4.9	574*	-13	2.4	-4
Cc1ccc(NC(=O)CSc2nc3c(c(=O)[nH]2)CCC3)c(C)c1	5	-1.2	96	-15	-0.9	-2	1.6	1	-17	4.4	-5
CCc1nnc(NC(=O)c2ccc(Br)c(S(=O)(=O)N3CCOCC3)c2)s1	-11	1.1	116	-5	1.4	-6	-1.7	-1	-8	1.2	5
COc1ccc(C(c2c(C)[nH]n(C(N)=S)c2=O)C(C#N)C#N)cc1 (stereo not drawn)	4	0.6	99	-12	-0.7	-1	1.4	-18	10	1.2	0
COc1cc2cc(CN(CCc3ccccc3C)C(=S)NCCCN(C)C)c(=O)[nH]c2cc1OC	15	0.8	106	4	-2.8	1	1.6	-9	5	4.2	1
Cc1nonc1CC(=O)N1CCCC(C(=O)c2cccc(C(F)(F)F)c2)C1 (stereo not drawn)	1	-3.2	114	.	-0.3	0	0.6	-3	-17	4.9	-12
C=CCOc1c(Br)cc(CNc2nccs2)cc1OC	7	-2.6	.	5	-1.3	-26	1.2	65	12	-2.6	-5
Cc1ccc(Cl)cc1N1CCN(CC(O)COCc2ccco2)CC1 (stereo not drawn)	-8	2.6	125	17	1.4	3	6.3	6	5	4.0	-7
Cc1cccc2c(C(=O)N3CCCCC3)cc(-c3ccccc3)nc12	-23	-0.4	125	-55	2.8	-6	-1.1	-3	6	2.4	15
CN(C(=O)c1cccc(C#N)c1)c1nnc(-c2ccccn2)s1	5	-0.8	94	3	-0.9	8	-1.6	56	32	-0.4	-8
CCN(CC(=O)Nc1c(F)cccc1F)C(=O)c1nn(C)c(=O)c2ccccc12	4	-1.4	.	19	-0.9	4	1.9	6	-5	-0.3	11
COc1ccc(/C=N/N(C)C2=NCCN2)c(OC)c1OC	14	0.9	96	3	-2.4	-2	-0.6	2	19	1.2	6
COc1cccc(C(C(=O)NC2CCCC2)N(Cc2ccccc2OC)C(=O)c2ccco2)c1 (stereo not drawn)	10	0.0	.	20	-1.8	-3	2.7	-26	-4	-0.9	-1
O=c1c2c3c(sc2ncn1/N=C/c1ccco1)CCCC3	7	-1.2	101	5	-1.1	2	1.9	-7	43	1.8	-1
COc1ccc(NC(=S)NCC2CCCO2)c(OC)c1 (stereo not drawn)	8	1.6	.	10	-1.4	-9	3.3	.	7	0.3	1
CCOC(=O)CN1N=C(/C=C/c2ccc(OC)cc2)CCC1=O	5	0.7	114	-25	-1.1	-2	1.4	-15	17	3.6	0
Cc1c([N+](=O)[O-])c(C(=O)Sc2ccc(Br)cc2)nn1C	-11	0.5	105	0	2.2	13	0.8	-25	-3	4.5	0
O=C(CCC(=O)Nc1ccccc1Cl)NNC(=O)Nc1cccc([N+](=O)[O-])c1	22	-2.2	95	-6	-4.2	0	2.5	-7	16	-3.2	2
O=C(Nc1cccc(S(=O)(=O)C(F)F)c1)c1ccc(S(=O)(=O)N2CCCCC2)cc1	4	0.5	98	2	-0.8	0	1.8	12	31	1.1	-11
CCCOc1ccc(C2C(=O)N(C3CCCCC3)CC(=O)N2C2CC2)cc1OC (stereo not drawn)	-6	0.1	103	-12	1.1	-7	1.5	-2	-3	-1.6	-12
COc1cc(S(=O)(=O)N2CCN(Cc3ccc4c(c3)OCO4)CC2)c(C)cc1C	-12	3.3	106	.	2.4	0	2.0	60	3	2.9	6
CC/S(C)=N/S(=O)(=O)c1ccc(C)cc1 (stereo not drawn)	17	1.6	102	-13	-3.2	-17	2.9	6	4	2.4	4
O=C(N/N=C/c1cc(Br)ccc1O)c1ccncc1	-4	-6.4	109	15	0.7	-4	-1.5	4	-14	-1.8	10
O=C(CN1C(=O)COc2ccccc21)N1CCCC1	5	0.2	121	-17	-1.1	7	1.9	2	1	-0.2	-6
O=C(NNC(=S)NC(=O)c1ccccc1[N+](=O)[O-])c1ccccc1[N+](=O)[O-]	29	0.6	119	6	-6.2	8	5.1	136	-2	1.3	-10
CC1(C)SC(=S)N(NC(=O)Nc2cccc3ccccc23)C1N(O)C(=O)Nc1ccccc1 (stereo not drawn)	-42	1.2	104	-6	8.1	4	2.9	1	3	2.8	-2
COc1ccccc1NC(=O)CSc1nnc(C2CCCCC2)n1N	23	-1.9	103	12	-4.4	-17	-1.6	0	-20	-2.0	-7
CCCC(=O)Nc1nc2c(C)c(Cl)ccc2s1	-20	3.5	88	26	3.9	-6	3.1	37	-10	3.4	3
CCN(CCCNC(=O)CCn1c(=S)[nH]c2cc3c(cc2c1=O)OCO3)c1cccc(C)c1	-60	-0.6	96	-27	12	0	0.3	-1	-5	-0.3	-3

Exported with two lines to a compound: entries from further up.
Under each structure – OPRM1-OPRD1 inv	E coli growth	DSG3 Ab inh	PfHsp90 set2	OPRM1-OPRD1 ag	PKA-R1A activ	phage Ecoli inh	SUMO Mot1 rescue	Arrestin-AP2 inh	AddAB inh	Tat export inh
Cc1ccc(NC(=O)CSc2nc3c(c(=O)[nH]2)CCC3)c(C)c1
  5	-1.2	96	-15	-0.9	-2	1.6	1	-17	4.4	-5
COc1cc2cc(CN(CCc3ccccc3C)C(=S)NCCCN(C)C)c(=O)[nH]c2cc1OC
  15	0.8	106	4	-2.8	1	1.6	-9	5	4.2	1

Next part.
SMILES	OPRM1-OPRD1 inv	E coli growth	DSG3 Ab inh	PfHsp90 set2	OPRM1-OPRD1 ag	PKA-R1A activ	phage Ecoli inh	SUMO Mot1 rescue	Arrestin-AP2 inh	AddAB inh	Tat export inh
CCn1cc(-c2cc(C(=O)O)c3ccccc3n2)cn1	5	-0.6	106	44	-1.0	2	3.8	-8	6	0.5	3
O=C(/C=C/c1cccc(Br)c1)N1CCN(c2cccc(C(F)(F)F)c2)CC1	-14	1.2	104	-6	3.1	-9	-1.0	9	-25	1.6	5
Cn1ccnc1-c1ccc(-c2nccn2C)cc1	6	-2.0	119	-2	-1.2	10	0.7	-5	6	0.2	1
Cc1ccc(CNC(=O)C2CCC(CNc3c(N4CCC(C)CC4)c(=O)c3=O)CC2)cc1 (stereo not drawn)	14	-0.6	96	7	-2.9	-9	2.0	-1	4	1.4	-6
CCC(CC)NC(=O)Nc1ccc(F)c(Cl)c1	-22	-0.6	100	8	3.1	-1	6.8	7	.	3.5	0
O=C(Nc1ccccc1)Nc1nc(-c2ccc(F)cc2)cs1	-12	1.4	75	-16	2.5	-7	6.1	5	-3	8.0	-1
O=C1CCN(CCc2ccccc2)CCN1CCSc1ccc(Br)cc1	4	-1.2	99	.	-0.7	-3	1.4	15	0	3.0	1
Cc1ccc(F)cc1NC(=O)CN1CCN(c2ccccn2)CC1	15	-1.4	.	10	-3.3	-1	-2.1	-9	5	-0.3	-6
CCOC(=O)N1CCN(C(=O)CN(c2ccc3c(c2)OCO3)S(C)(=O)=O)CC1	-1	1.4	105	-21	0.1	3	0.0	9	10	0.8	-7
Cc1cccc(NS(=O)(=O)c2ccc3c(c2)CCC(=O)N3)c1	-24	-1.1	106	3	2.9	0	2.3&1.8	0	23	5.4	-1
CCOc1ccc2nc(COC(=O)c3cccs3)c(C(=O)c3ccccc3)[n+]([O-])c2c1	9	-1.2	123	2	-1.6	3	2.5	-18	33	1.6	-3
O=C(NC1CCN(C(=O)Nc2cccc(Cl)c2)CC1)c1ccco1	17	0.4	99	-19	-3.2	-4	1.2	16	.	2.2	-6
CCCN(Cc1nnc(-c2cccs2)o1)C(=O)CN1C(=O)NC2(CCCCC2)C1=O	13	.	103	7	-2.5	-3	0.5	.	35	.	-7
Cc1ccc(NC(=S)N(CCN(C)C)Cc2cccs2)cc1C	4	1.4	103	23	-0.8	3	2.1	-6	21	-1.9	-1
COc1ccc(NC(=O)CS(=O)(=O)c2cn(CC(=O)N3CCCC3)c3ccccc23)c(OC)c1	14	-2.6	104	3	-2.8	-1	0.9	-2	18	0.1	-18
Clc1ccc2nc(-c3ccccc3)cn2c1	-7	-0.4	99	0	1.2	-9	0.2	4	-8	0.7	2
COc1ccc(C(=O)C2CCCN(C(=O)COc3ccc(C(C)=O)cc3)C2)cc1F (stereo not drawn)	5	1.0	103	-5	-1.1	-2	1.3	5	-53	5.5	0
CC1CCN(c2c(NCC3CCC(C(=O)NCCC4=CCCCC4)CC3)c(=O)c2=O)CC1 (stereo not drawn)	18	1.9	96	12	-3.3	-1	1.1	-6	23	1.6	5
CCc1ccc(CNCc2ccc(OCC(O)CN(C)Cc3ccccc3)cc2)nc1 (stereo not drawn)	8	-0.8	102	-8	-1.5	-3	0.5	5	-15	-3.0	4
O=C1c2ccccc2C(=O)N1CCCc1nc2ccccc2c(=O)n1CCCn1ccnc1	14	1.2	125	.	-3.0	-1	4.2	2	0	3.9	-9
C=CCN1C(=O)/C(=c2\sc3nc(=O)c(Cc4ccc(OC)c(OC)c4)nn3c2=O)c2ccccc21	.	0.3	106	.	.	.	-1.5	1	7	2.6	.
O=C(c1cc(COc2c(F)cccc2F)on1)N1CCC(c2ccncc2)CC1	-13	-1.8	115	.	2.7	-1	1.9	23	-4	2.2	-2
Cc1ccn2c(=O)nc(SCC(=O)NCc3ccccc3)nc2c1	7	-1.1	104	.	-1.4	-9	1.9	4	-3	2.3	2
Cc1ccc(NC(=O)c2cccc(NC3=NC4CS(=O)(=O)CC4S3)c2)cc1C (stereo not drawn)	-1	-0.9	97	15	0.1	-6	6.2	-2	3	-1.1	-2
C/C(CCc1ccco1)=N\NC(=O)CNc1c(Br)cc(Br)cc1Br	-4	-2.1	99	-65	0.8	5	1.8	-13	18	-3.1	2
Cc1[nH]c2ccccc2c1SCC(=O)N1CCC(C)CC1	1	-0.2	98	5	-0.2	-3	4.7	2	-18	7.0	0
C[n+]1ccccc1/C=C/c1ccc([N+](=O)[O-])cc1	11	-1.6	95	5	-2.1	-1	1.2	18	11	-0.2	5
CCCCn1c(N)c(N(CCOC)C(=O)c2cc3ccccc3cc2OC)c(=O)[nH]c1=O	18	0.8	100	.	-3.6	-2	2.8	.	7	0.6	1
CCn1c(Cc2ccccc2)nnc1SCC(=O)Nc1ccccc1	13	-0.7	.	12	-2.5	-7	1.9	47	6	2.0	3
O=C(CCCN1C(=O)NC2(CCCC2)C1=O)N1CCN(S(=O)(=O)c2ccccc2)CC1	9	-1.6	105	8	-1.7	-4	5.8	-13	12	0.9	-9
COc1ccc(/C=N/O)cc1COc1ccc(NC(C)=O)cc1	6	-0.2	96	-18	-1.2	1	4.0	0	3	-0.2	-6
Cc1ccccc1OCc1nnc2n1CC(C)S2 (stereo not drawn)	9	1.4	107	-10	-1.7	-5	1.7	5	6	1.8	1

Source: PubChem BioAssay (several laboratories)
